# AI-2 QS modul – Vibrio harveyi AI-2 quorum sensing modulation; actives 0.4% (n = 300,000); Vibrio harveyi JMH597 AI-2 luminescence/OD600 ratio, 9 h; stronger effect = lower value; strain lacks LuxN and CqsS sensors; 0 = neutral-control median; activity change, % at 7.5 µM; in the data active = activity change below about -75%, passing the limit was not always enough;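 also: luminescence divided by OD600 gain over 9 h not by final OD600 alone; inactives centre near 13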
# HSP90 inh – inhibitors of HSP90 luciferase refolding in rabbit reticulocyte lysate; luciferase refolding luminescence, 3 h; inhibition, % at 5.6 µM; actives 0.91% (n = 290,000);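 active = inhibition above the screen-wide mean plus 3 SD, computed separately per campaign, cut at about 16% in these data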;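 also: 0% = DMSO wells and 100% = 60 µM geldanamycin wells; inhibitors lower the luminescence because luciferase stays unfolded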
# IEC-6 cytotox – IEC-6 cytotoxicity, counter-screen for KLF5 inhibitors; luminescence viability; inhibition, % at 5 µM; actives 0.78% (n = 290,000); in the data active = inhibition above about 22%;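 also: 0% = plate median of test compound wells and 100% = cytotoxic reference compound wells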
# Platelet DG rel – modulates dense granule release in human platelets. AID 1663. human platelet-rich plasma, SFLLRN dense granule ATP release, luminescence. inhibition, %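 (compounds screened at 7.5 µM in platelet-rich plasma)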. actives 0.22% (n = 300,000);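 active = mean replicate score, as percent of positive control, at or above 50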
# HSF1 activator – increases HSF-1 driven luciferase reporter signal | NIH3T3-HGL HSF-1 luciferase reporter, MG132, 8 h; 100% = twice DMSO control signal | activation, % at 9 µM | actives 1.7% (n = 300,000) | AID 504408;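 active = mean replicate activation of at least 50% with a set share of replicates each reaching 50%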;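 also: 0% = median of the neutral control wells and 100% = twice that signal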
# aSyn 5UTR inh – 5' untranslated region of α-synuclein, MLPCN primary screen | AID 1813 | inhibition, % (tested at 7.5 µM) | alpha-synuclein 5'UTR reporter, inhibitor activity | actives 0.82% (n = 300,000); in the data active = inhibition above about 60%;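 also: H4 neuroglioblastoma cells stably carrying SNCA 5'UTR luciferase fusion; 0% = DMSO wells and 100% = positive control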
# HSF1 inh – HSF1 inhibition; NIH3T3-HGL HSE-luciferase, MG132-induced, luminescence 8 h; stronger effect = lower value; activity change, negative = inhibition, % at 7.5 µM (by protocol); actives 0.77% (n = 300,000);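 active = more than half of replicate wells show activity change below -50%, luminescence cut by over half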;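 also: luciferase reports HSF-1 transcriptional activity via heat shock element; 0% = median of DMSO wells and -100% = zero luminescence signal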
# SKKanGAS inh – SKKanGAS growth inhibition; S. pyogenes SKKanGAS, kanamycin growth, BacTiter-Glo, 6 h; inhibition, % at 7.5 µM; actives 1.3% (n = 300,000);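 active = mean replicate score, as percent of positive control median, at least 50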;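 also: strain carries kanamycin resistance gene driven by streptokinase promoter and grows in 40 µg/ml kanamycin; loss of luminescence reflects streptokinase promoter inhibition or plain growth inhibition; 0% = median of DMSO wells and 100% = positive control at its reference dose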
# HIF activator – HIF pathway transcriptional activation; actives 0.32% (n = 300,000); AID 1910; U2OS HRE-luciferase reporter, luminescence; normalized: DMSO 0%, desferrioxamine 100%; activation, % at 7.5 µM (by protocol);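 active = mean activation of at least 10% of the iron chelator positive control signal, with at least half of replicates also reaching 10%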
# KLF5 inhibitor – kruppel-like factor 5 inhibition; inhibition, % at 5 µM; DLD-1 KLF5 promoter-luciferase reporter, luminescence; actives 0.23% (n = 290,000);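 active = inhibition above a per-plate limit of that plate's mean compound inhibition plus 3 SD, cut at about 60% in these data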;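 also: 0% = DMSO wells and 100% = LY294002 at 200 µM; higher means less KLF5 promoter-driven luciferase light; inactives centre near -14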
# The depositor's hits bear a star; . = no result given.
SMILES	AI-2 QS modul	HSP90 inh	IEC-6 cytotox	Platelet DG rel	HSF1 activator	aSyn 5UTR inh	HSF1 inh	SKKanGAS inh	HIF activator	KLF5 inhibitor
O=C(/C=C/c1ccccc1)c1ccoc1	32.5	-0.5	-7.1	0.5	3.5	-33.2	2.8	4.9	0.7	10.1
COc1ccc(S(=O)(=O)N2CCCCC2)cc1NS(=O)(=O)c1cc(Cl)ccc1Cl	32.5	2.1	2.5	13.5	-16.0	30.3	15.7	-3.5	0.2	-22.1
COc1ccc(-c2cc(C(=O)Nc3cccc(S(=O)(=O)NCc4ccco4)c3)c3ccccc3n2)cc1OC	-0.5	0.9	17.6	16.4	2.8	23.4	0.7	26.4	-0.3	-5.3
COC(=O)C1=C(C)Nc2ncnn2C1c1ccc(OC(=O)c2ccccc2)cc1 (configuration not stated)	23.3	0.7	-1.1	1.3	-8.7	-19.3	-1.7	-2.2	.	-15.0
O=C(NCC(=O)N(c1ccccc1)C(C(=O)NC1CCCC1)c1ccncc1)c1cccs1 (configuration not stated)	-2.8	1.5	2.3	8.7	-10.5	18.0	9.9	-2.4	1.5	-2.9
Cc1noc(/C=C/N(C)C)c1S(=O)(=O)N1CCCC(C(=O)NCc2ccc(F)cc2)C1 (configuration not stated)	23.4	-3.0	-2.4	1.4	-11.7	-10.7	-4.7	0.9	-0.2	-13.0
O=C(NCCCN1CCCC1)c1cc(Sc2ccc(F)cc2)nc2ccccc12	10.6	-2.4	5.6	3.7	10.9	-32.2	0.7	-1.7	0.9	-13.8
COc1cc(OC)c(/C=C2\SC(=O)N(CC(=O)Nc3ccccc3F)C2=O)c(OC)c1	32.0	5.4	1.5	-5.3	3.5	-5.7	0.7	-0.3	0.7	-2.0
N/C(Cc1ccc(Cl)cc1Cl)=N\OC(=O)c1ccccc1F	-71.0	0.3	1.5	-2.7	68.2*	-71.7	33.7	19.5	2.2	1.6
COc1cc(/C=C/C(=O)OC(C)C(=O)c2ccccc2)cc(OC)c1OC (configuration not stated)	-1.1	.	.	-3.2	24.6	-7.8	6.7	-0.4	-1.0	.
COc1ccc(C(=O)/C(C#N)=N/Nc2ccccc2[N+](=O)[O-])cc1	40.1	-2.3	3.8	8.4	1.3	-26.1	-2.3	2.8	-5.9	-5.8
COc1ccc2c(Cl)c(C(=O)NCC3CCCO3)sc2c1Cl (configuration not stated)	15.1	-3.5	3.0	15.2	35.1	-52.8	11.9	-4.3	0.8	-11.8
CCCn1nc(NS(=O)(=O)c2ccccc2[N+](=O)[O-])c2cc3ccccc3nc21	14.0	1.8	0.5	6.6	-9.3	16.8	-3.9	6.2	0.7	-19.4
CCN1CCN(CCCN(Cc2ccco2)C(=S)Nc2cc(Cl)ccc2C)CC1	19.5	2.5	3.1	1.7	4.5	15.9	4.8	-1.8	0.1	-26.2
CN(C)CCCNC(=O)c1cc(S(=O)(=O)N2CCOCC2)ccc1F	8.3	-2.1	-3.9	.	-8.7	0.0	-4.2	-4.6	0.1	-26.4
C/C(=N/NC(=O)c1ccoc1C)C12CC3CC(CC(C3)C1)C2	6.5	2.4	0.5	0.6	59.3*	-158.2	36.4	-2.0	2.3	-88.2
COc1cccc(-c2noc(-c3cccs3)n2)c1	11.4	-4.5	-2.1	11.1	53.8*	-75.2	23.1	3.1	0.6	-30.0
CCn1c(=O)c([N+](=O)[O-])c(N2CCN(Cc3ccc4c(c3)OCO4)CC2)c2ccccc21	54.2	5.2	-1.4	-26.1	7.8	2.0	1.4	4.1	-0.3	-22.8
O=Cc1c(N2CCCCCC2)nc2ccccn2c1=O	17.8	2.8	3.3	7.2	9.4	-12.4	2.6	0.7	-0.1	-15.7
O=S(=O)(NC1CCCCC1Sc1ncccn1)c1ccc(Cl)cc1 (configuration not stated)	-17.6	6.5	-5.3	9.8	9.1	32.6	-2.3	5.7	-0.5	-3.5
CCOc1ccc(C2CC(c3ccc(CC)cc3)n3nc(N)nc3N2)cc1 (configuration not stated)	20.3	-1.8	2.9	4.7	4.7	-19.0	-5.5	1.3	0.1	-19.3
CC1CCCN(C(=O)CCNC(=O)Cn2cnc3ccccc3c2=O)C1 (configuration not stated)	20.0	0.4	-4.7	4.3	-12.0	10.8	3.4	15.9	-0.2	6.5
O=C(CSc1nc2ccccc2n1Cc1ccccc1)N/N=C/c1ccccc1C(=O)O	19.4	1.7	-4.2	-1.5	7.4	32.5	2.6	4.1	-0.3	7.5
O=C(c1ccccc1)N1CCN(S(=O)(=O)c2cccs2)CC1	-6.3	3.7	6.4	36.4	-4.7	0.7	-2.5	3.0	0.6	-11.0
COc1ccc(C(O)Cn2ccsc2=NC(C)=O)cc1 (configuration not stated)	7.2	1.4	1.0	19.8	2.6	-33.3	-2.4	-3.8	1.0	15.6

# Structures shown so far containing an aryl thioether with sulfur outside any ring, in the order listed:
SMILES	AI-2 QS modul	HSP90 inh	IEC-6 cytotox	Platelet DG rel	HSF1 activator	aSyn 5UTR inh	HSF1 inh	SKKanGAS inh	HIF activator	KLF5 inhibitor
O=C(NCCCN1CCCC1)c1cc(Sc2ccc(F)cc2)nc2ccccc12	10.6	-2.4	5.6	3.7	10.9	-32.2	0.7	-1.7	0.9	-13.8
O=S(=O)(NC1CCCCC1Sc1ncccn1)c1ccc(Cl)cc1 (configuration not stated)	-17.6	6.5	-5.3	9.8	9.1	32.6	-2.3	5.7	-0.5	-3.5
O=C(CSc1nc2ccccc2n1Cc1ccccc1)N/N=C/c1ccccc1C(=O)O	19.4	1.7	-4.2	-1.5	7.4	32.5	2.6	4.1	-0.3	7.5

# The listing continues:
SMILES	AI-2 QS modul	HSP90 inh	IEC-6 cytotox	Platelet DG rel	HSF1 activator	aSyn 5UTR inh	HSF1 inh	SKKanGAS inh	HIF activator	KLF5 inhibitor
COc1ccc(NC(=O)CN(C)C(=O)c2ccc(-c3ccccc3Cl)o2)cc1	14.6	.	.	-14.5	-3.9	-11.7	-8.2	2.4	0.4	.
CCOC(=O)c1sc2nc(NC(=O)COc3ccccc3)sc2c1C	9.0	-1.2	-8.1	6.8	-22.2	-15.1	0.8	1.5	0.1	-32.1
O=C(CN1CCN(S(=O)(=O)c2ccc(F)cc2)CC1)Nc1ccc(Cl)c(C(F)(F)F)c1	10.3	-2.0	3.7	-4.9	5.7	5.7	1.8	-8.2	-0.4	-3.4
CCNC(=O)N1CCOCC1	21.7	-4.1	-4.9	1.0	-3.4	17.8	-2.3	12.8	0.1	-34.2
COc1cccc2c(Nc3ccccc3C)cc(C)nc12	10.2	-0.9	2.0	8.3	-1.5	-17.4	-1.6	11.3	-2.3	-32.5
CS(=O)(=O)NCCOc1ccc(S(=O)(=O)N2CCCc3ccccc32)cc1	25.3	3.0	5.7	-6.2	-14.5	-10.9	-7.4	2.4	-0.5	-7.4
Cc1oc(C(=O)O)cc1CSCc1ccoc1C(=O)O	9.3	-2.5	-5.9	-1.5	8.2	3.3	1.1	2.6	0.0	-25.0
COc1cc2ncnc(NCCCN3CCOCC3)c2cc1OC	5.8	2.4	5.8	-20.8	6.6	2.7	3.1	-9.7	-1.0	-22.5
O=C(CN1C(=O)COc2ccc(S(=O)(=O)N3CCOCC3)cc21)NCc1ccccn1	34.8	8.9	-1.2	2.1	-2.2	-3.9	1.9	-2.1	-0.3	-28.9
COc1ccc(N2C(=O)CSC2c2ccccc2)cc1 (configuration not stated)	18.1	0.3	3.2	-2.9	26.3	-3.0	0.1	-6.4	-0.4	-38.2
CCOc1ccc(S(=O)(=O)Nc2ccc(C(=O)N3CCCC3)cc2)cc1	7.6	5.5	-0.4	25.8	3.0	11.6	0.7	-5.2	0.1	-28.4
COC(=O)c1cc2occc2n1Cc1nc(-c2ccc(Cl)cc2)oc1C	18.3	4.4	1.9	-13.9	0.3	32.7	0.3	-2.9	0.1	9.8
COc1ccccc1NC(=O)COC(=O)c1cnccn1	32.1	-4.3	1.2	-3.9	18.4	18.0	1.0	3.3	-1.2	-33.3
Cc1ccc(NC(=O)C2CCC(CNC(=O)[C@@H]3Cc4ccccc4CN3)CC2)cc1 (some centres not stated)	15.9	-2.8	-6.2	-6.7	-13.0	38.9	-4.5	-1.7	-0.1	-6.5
Cc1ccc2oc(Nc3nc(-c4ccccc4)cc(=O)[nH]3)nc2c1	-1.2	2.1	5.3	-2.1	1.4	-44.6	2.8	-14.9	1.0	-13.5
CCOC(=O)c1ccc(N(C(=O)CNC(=O)c2ccco2)C(C(=O)NCC2CCCO2)c2ccc(OC)c(OC)c2)cc1 (configuration not stated)	6.3	-2.1	0.1	4.6	-16.0	5.8	-9.7	-4.9	-1.4	10.8
COC(=O)c1cc(-n2cccc2)ccc1N1CCOCC1	2.3	3.5	5.3	4.3	-4.6	14.8	-8.1	-14.1	0.0	9.8
COc1ccc(N2CCN(C(=O)c3cc(N4C(=O)C5C6CCC(C6)C5C4=O)ccc3Cl)CC2)cc1 (configuration not stated)	11.5	2.4	-4.0	6.0	-19.0	-16.0	-6.3	-2.0	0.1	-21.9
COc1ccccc1-n1c(CNC(=O)c2ccc(S(=O)(=O)N3CCOCC3)cc2)n[nH]c1=S	7.5	-2.3	-7.4	3.7	-12.1	-3.0	-6.6	-6.7	0.3	-25.8
COc1ccc(CCNC(=O)CSc2nnc(-c3ccccc3)o2)cc1OC	22.1	.	.	3.3	-12.9	-0.8	0.4	-7.2	0.0	.
Cc1cccc(C(=O)Nc2ccc(O)cc2)c1	13.5	-0.8	0.0	8.0	-2.3	-98.2	8.7	5.7	0.5	-20.8
O=C(COC(=O)CC1CC2CCC1C2)Nc1cc([N+](=O)[O-])ccc1F (configuration not stated)	16.9	0.0	-8.9	10.5	3.2	20.0	-6.0	-1.0	0.0	-3.5
COc1cc([N+](=O)[O-])cc(/C=N/NC(=O)Cn2nccc2C)c1O	0.8	9.1	-0.2	-3.1	-13.2	8.8	-1.3	3.4	-0.5	-9.2
CCN(CC)S(=O)(=O)c1ccc(C(=O)NCc2cccs2)cc1	16.4	2.9	3.3	16.6	12.7	13.5	-0.6	12.7	-0.6	-27.1
O=C(COC(=O)C(O)C(O)C(=O)OCC(=O)c1ccc(C(F)(F)F)cc1)c1ccc(C(F)(F)F)cc1 (configuration not stated)	-4.0	4.0	4.2	-19.7	-4.8	5.5	3.1	-11.4	0.6	-11.4
CCn1nnc(NC(=O)C(C)Oc2ccc(Cl)cc2Cl)n1 (configuration not stated)	5.6	0.5	-3.0	-4.0	28.0	-0.4	2.5	8.9	0.1	-19.7
CSc1nc(Sc2ccccc2Cl)c2ccccc2n1	-5.8	3.4	10.6	1.8	5.7	-14.5	2.8	59.2*	0.5	-1.3
COc1ccc(Cl)c(OC)c1C(=O)NC(=O)Nc1nc(C)nc(C)n1	8.8	2.4	-4.1	4.8	-8.8	8.9	-5.7	-9.0	-0.4	-11.3
CCOc1ccc(C=NCC(O)c2ccccc2)cc1 (configuration not stated)	27.1	3.0	1.7	8.9	1.5	-3.2	3.0	-0.5	-0.8	11.6
COC(=O)c1cc(CC(=O)c2ccc(O)cc2O)c(C)o1	4.9	-1.5	-7.0	0.6	-1.1	45.8	1.9	-4.2	-0.5	-32.9
CCC(C)(C(=O)NC1CCCC1)N(C(C)=O)c1ccc(C)cc1 (configuration not stated)	15.8	8.3	4.2	5.1	-16.1	-9.8	5.1	-1.9	0.3	-9.2
